Assay outcomes from PubChem BioAssay.
N370S GC = N370S glucocerebrosidase modulation, Gaucher chaperone candidate | P04062 | N370S GC spleen homogenate, 4MU-glucoside fluorescence | Potency, µM (top dose mostly 59.4 µM), without a hit: at the highest dose activity change, negative = inhibition, hits mostly inhibitors | 330,000 tested, 0.092% active;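 note: 0% = full enzyme activity and -100% = no enzyme basal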
FEN1 inh = blocks human flap endonuclease 1. P39748. Potency, µM (titrated, usually from 114 µM), without a hit: at the highest dose activity change, negative = inhibition, actives largely listed as inhibitors. Recombinant FEN1 flap cleavage, fluorescence, 15 min. 390,000 tested, 0.35% active; note: nearly all actives have a fitted effect of over 65% in size
Target sequence (P39748 whole entry, looked up): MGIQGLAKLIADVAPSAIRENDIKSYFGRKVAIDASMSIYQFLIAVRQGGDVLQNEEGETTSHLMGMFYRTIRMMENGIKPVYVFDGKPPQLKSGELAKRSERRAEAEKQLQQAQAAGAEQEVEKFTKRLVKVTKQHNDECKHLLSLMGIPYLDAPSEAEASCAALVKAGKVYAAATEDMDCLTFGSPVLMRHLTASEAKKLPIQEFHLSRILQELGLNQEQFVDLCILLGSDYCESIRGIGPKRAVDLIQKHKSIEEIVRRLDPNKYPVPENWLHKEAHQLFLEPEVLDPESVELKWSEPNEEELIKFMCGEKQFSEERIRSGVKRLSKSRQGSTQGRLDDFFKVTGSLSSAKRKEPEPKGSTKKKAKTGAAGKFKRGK
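Enzyme 10 nM, 15 min RT preincubation with compound; start with substrate 50 nM final; reads at 0 and 15 min; qHTS titration, four-parameter Hill fit.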
TDP1 cell CPT = growth inhibition of DT40 Tdp1-/-;hTDP1 cells with camptothecin (screen for TDP1 inhibitors); chicken DT40 Tdp1-/-;hTDP1 cells + 20 nM CPT, ATP luminescence, 48 h; Potency, µM (series often up to 46.2 µM), inactives show at the highest dose activity change, negative = growth inhibition, usual class: inhibitors; 420,000 tested, 12% active; AID 686979; note: nearly all actives have a fitted effect of over 55% in size
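Chicken DT40 Tdp1-/- cells complemented with human TDP1, 400 cells/well, exposed to compounds plus 20 nM camptothecin for at least 48 h at 37 C; viability read as ATP content by CellTiter-Glo luminescence.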
An asterisk follows results filed as active; ? = inconclusive; · = not tested or not shown; & = joins results of further samples; [ ] = remark or other dose. Calls come from the whole dose curve; as a rule, active = well fitted curve in the direction sought with a large enough effect; inconclusive = small, poorly fitted or top-dose-only effect, or another doubt; inactive = no such curve, though single readings can be large; an effect the other way counts as inactive or inconclusive. Unless noted, % is set by controls: 0 for no effect and ±100 for the full control effect; potency is the fitted concentration of half-maximal effect. These rows are one share of the data; count on the stated rates, not on these rows.

Values in the order: FEN1 inh | TDP1 cell CPT | N370S GC
- CC1Cc2ccccc2N1C(=O)CN(C)CC(=O)Nc1ccc(F)cc1 (stereo unspecified)
    -3% | ? | ·
- O=C(Cn1nnc(-c2ccccc2)n1)NNC(=O)c1ccccc1
    -3% | 6% | -5%
- Cc1ccn2c(=O)cc(COc3cccc(NC(=O)Nc4cccc(Cl)c4C)c3)nc2c1
    -7% | ? | ·
- CC1=C(C(=O)NC(C)CCc2ccccc2)C2(CCC(C)CC2)OC1=O (stereo unspecified)
    9% | ? | -5%
- CN(CC(=O)Nc1ncn[nH]1)S(=O)(=O)c1ccc(Cl)cc1
    4% | 1% | 0%
- CCCCc1ccc2nc(NC(=O)OC)[nH]c2c1
    · | 0.072µM* | -8%[21.6 µM]
- Cc1ccccc1-c1nc(N(C)Cc2ccco2)c2ccccc2n1
    · | ? | -16%
- CCOc1ccc(S(=O)(=O)N2CCN(C(=O)c3cc(S(=O)(=O)N4CCOCC4)ccc3C)CC2)cc1
    0% | -28% | 0%
- CCOc1ccc(C(=O)c2oc3ccccc3c2NC(=O)c2cc(-c3ccc(C)cc3)on2)cc1
    -3% | -14% | ·
- CC(C)(C)c1ccc(-c2nnc(NC(=O)c3ccccc3)s2)cc1
    -6% | -26% | 2%
- CCN1CCOC(=O)C1CC(=O)Nc1cc(Cl)ccc1C (stereo unspecified)
    13% | 7.3µM* | ·
- O=C(CCS(=O)(=O)c1cccc2nsnc12)NCc1ccccc1
    -10% | 7% | -7%
- Cc1ccc(C)c(Cn2c(C3CC(=O)N(c4ccccc4C)C3)nc3ccccc32)c1 (stereo unspecified)
    15% | 23µM* | ·
- O=C(Cc1ccccc1)Nc1ccc(SC(F)F)cc1
    3% | 3% | 19%
- CC(C)N1CC(C(=O)Nc2ccc(Br)c(Cl)c2)CC1=O (stereo unspecified)
    -3% | -6% | -1%

2 neighbouring entries from above, for reference:
Values in the order: FEN1 inh | TDP1 cell CPT | N370S GC
- CC1Cc2ccccc2N1C(=O)CN(C)CC(=O)Nc1ccc(F)cc1 (stereo unspecified)
    -3% | ? | ·
- O=C(Cn1nnc(-c2ccccc2)n1)NNC(=O)c1ccccc1
    -3% | 6% | -5%

More results:
Values in the order: FEN1 inh | TDP1 cell CPT | N370S GC
- CNC[C@@H]1Oc2c(NC(=O)Nc3ccc(F)cc3)cccc2C(=O)N([C@H](C)CO)C[C@@H]1C
    -6% | -3% | ·
- CC(CCc1ccccc1)NS(=O)(=O)c1ccccc1 (stereo unspecified)
    -4% | -2% | 6%
- Clc1ccc(NCc2cccnc2)cc1
    -10% | -6% | -3%
- CC1=C(C(=O)Nc2ccc(Cl)cc2)C(c2ccccc2)n2ncc(C(=O)Nc3ccccc3)c2N1 (stereo unspecified)
    -3% | 21µM* | ·
- COc1cc(OC)cc(C(=O)NCC(=O)NCc2ccccn2)c1
    18% | -2% | ·
- O=C(Nc1ccccc1C(=O)N1CCCC1)c1cccc(S(=O)(=O)N2CCCCCC2)c1
    -6% | ? | 0%
- O=C(/C=C/c1ccc(Br)o1)NCCCN1CCOCC1
    4% | -3% | 5%
- Cn1cccc1CNCc1ccccc1Cl
    -12% | ? | -10%
- O=C(Nc1ccc(Cl)cc1)c1ccc2c(c1)N(Cc1ccccc1)CCS2
    15% | 15µM* | ·
- CCOc1ccccc1/C=C(\C#N)C1=CCCC1
    -6% | 6% | -19%
- CCC(c1nnnn1Cc1ccc2c(c1)OCO2)N1CCN(c2ccc(F)cc2)CC1 (stereo unspecified)
    -6% | 21µM* | -17%
- Cc1ccc2oc(=O)c3cnn(CC(=O)N4CCN(c5ccccc5F)CC4)c3c2c1
    4% | ? | ·
- O=C(NCCCn1cccn1)C1CCC(=O)N(Cc2cccc(C(F)(F)F)c2)C1 (stereo unspecified)
    5% | -1% | -15%
- C=CCC[C@@H](Cc1ccc(F)cc1)C(=O)OC[C@@H](Cc1c[nH]c2ccccc12)NC(=O)[C@@H](CC=C)CC(=O)N(CCO)Cc1ccccc1
    -10% | ? | ·
- COc1ccc(NC(=O)c2ccc3snnc3c2)cc1OC
    -19% | 4% | ·
- O=S(=O)(O)c1ccc(SCc2ccccc2)nc1
    6% | 2% | ·
- Cc1[nH]n(C(C)(C)C)c(=O)c1Sc1ccccc1
    -1% | -4% | 4%
- COc1ccc(-c2n[nH]c3c2cnc2cc(OC)c(OC)cc23)cc1
    -4% | -14% | ·
- O=C(NNC(=O)c1ccccc1Br)c1ccccc1Cl
    -2% | 0% | 8%
- Cc1ccc(NC(=S)NCCO)c(C)c1
    4% | 1% | 2%
- CCCCS(=O)(=O)N1C2=NC(C(=O)OC)=C(C(=O)OC)[C@@H]3N(C)c4ccc(OC)cc4[C@]23C[C@H]1C(=O)OC
    ? | ? | 1%[12.8 µM]
- Cc1ccc(CNC(=O)c2ccc3c(c2)S(=O)(=O)c2ccccc2C3=O)o1
    -8% | ? | ·
- COc1ccc(NCC(=O)N/N=C/C=C\c2ccccc2)cc1
    1% | -11% | 4%
- O=C(CNC(=O)c1ccncc1)N/N=C/c1cccc([N+](=O)[O-])c1
    -2% | 2% | -2%
- COc1cc(Cl)c(C)cc1NC(=O)CN1C(=O)C2CC=CCC2C1=O (stereo unspecified)
    0% | 4% | ·
- COCCNc1nc(N)c([N+](=O)[O-])c(Nc2ccc(F)cc2)n1
    8% | 7% | -4%
- COc1ccc(-c2nc3cnc(N(C)C)nc3n(C)c2=O)cc1
    · | -1% | 8%
- O=C(Nc1cnn(Cc2ccc(Cl)c(Cl)c2)c1)C12CC3CC(CC(C3)C1)C2
    -21% | ? | ?
- COc1ccccc1C(=O)NCC1(c2ccccc2)CCCC1
    -22% | 16µM* | ?
- COc1cccc(NC(=O)CN(C)C(=O)c2c(C)nn(CC(C)C)c2Cl)c1
    -6% | 6% | ·
- COc1cc(OC)c2ccc(=O)oc2c1C(CC(=O)N1CCCC1)c1ccc2c(c1)OCO2 (stereo unspecified)
    -16%&-6% | ? | 18%&27%
- COc1ccccc1NC(=O)/C=C/c1ccc(OC)c(S(=O)(=O)N2CCOCC2)c1
    7% | 0% | 5%
- CN1CCC(N(C)S(=O)(=O)c2ccc(F)cc2F)CC1
    16% | -3% | -8%
- O=C(Nc1ccc(-c2ccc([N+](=O)[O-])cc2)cc1)c1ccccc1F
    6% | -10% | -3%
- CCOc1cc(/C=N/NC(=O)COc2cccc(C)c2)ccc1OC(=O)c1cccs1
    -21% | ? | -29%
- OCCN(Cc1cccnc1)Cc1ccccn1
    30% | ? | ·
- COc1cccc(NC(=O)CN(C)C(=O)c2cc(S(=O)(=O)N3CCCCCC3)ccc2OC)c1
    11% | -25% | ·
- C/C(=N\NC(=O)c1ccccc1)c1cc2cc([N+](=O)[O-])ccc2oc1=O
    -3% | ? | 12%
- Cn1[nH]c(=O)c(Cl)c(Cl)c1=O
    3% | -3% | 5%
- Cc1n[nH]c(C)c1S(=O)(=O)N1CCCC(C(=O)Nc2nccs2)C1 (stereo unspecified)
    -2% | -28% | 11%
- CCCCCCCC(=O)OCC(COC(=O)CCCCCCC)OC(=O)CCCCCCC
    -16% | -26%&-13% | -11%
- CN(C(=O)COC(=O)c1ccc(-c2ccc(O)cc2)cc1)C1CCS(=O)(=O)C1 (stereo unspecified)
    48%[activator] | -7% | -5%
- CCOC1=NC(=C(c2ccccc2)c2ccccc2)OC1=O
    -16% | 0% | ·
- Cc1cccn2c(=O)c3cc(C(=O)NCCCOC(C)C)sc3nc12
    -14% | ? | ?
- Cc1nnc(N2CCC(C(=O)NC3CCCCC3)CC2)c2nn(-c3ccccc3)c(C)c12
    -4% | -7% | ·
- CC1C(=O)N(Cc2cccc(F)c2)c2ccccc2N1C(=O)c1ccccc1 (stereo unspecified)
    10% | ? | -3%
- CC(=O)Nc1cccc(NC(=O)C2CCCN2C(=O)Nc2ccc(C)cc2)c1 (stereo unspecified)
    6% | -4% | 1%
- CC(C)N1C(=O)S/C(=C/c2cccnc2)C1=O
    6% | -25% | 4%
- COc1ccc2c(Sc3ccccc3)c(C(=O)N3CCC(C)CC3)[nH]c2c1
    -4% | 21µM* | ·
- Cc1cc(=O)[nH]c(SCC(=O)NN(c2ccccc2)c2ccccc2)n1
    1% | -21% | -1%
- Cc1nnc(NC(=O)CSc2nnc(Cc3cccn3C)n2C)s1
    19% | 2% | 1%
- CC(Sc1nc(N)cc(=O)[nH]1)C(=O)NCC(=O)Nc1ccc(F)c(F)c1F (stereo unspecified)
    -9% | 1% | ·
- CCN(CC)CCNC(=O)c1ccc(NC(=O)/C=C/c2ccc3ccccc3n2)cc1
    ? | ? | -4%
- Cc1ccc(C(=O)/C=C/Nc2cccc(O)c2)cc1
    -14% | ? | -1%
- COc1ccc2c(Sc3ccc(C)cc3)c(C(=O)NCC(C)c3ccccc3)[nH]c2c1 (stereo unspecified)
    15% | -16% | ·
- Cc1ccc(N2CCN(CC(O)COC3CCCCC3)CC2)cc1 (stereo unspecified)
    2% | -26% | -4%
- COc1ccccc1NC(=O)COC(=O)c1cc2c(s1)CCC2
    1% | 12% | 2%
- O=C(CC(=O)NC1CCCCC1)N/N=C/c1ccccc1Cl
    -3% | -14% | 7%
- Cn1nc(C(=O)NCCc2ccc3c(c2)OCCO3)c2ccccc2c1=O
    13% | ? | -4%
- O=S(=O)(c1ccc(NC2CCCCC2)cc1)N1CCOCC1
    -4% | ? | 2%

Other results.
Values in the order: FEN1 inh | TDP1 cell CPT | N370S GC
- CC1(C)C2CCC1(C)C(NC(=O)/C=C/c1ccccc1)C2 (stereo unspecified)
    -10% | ? | ?
- CCOC(=O)c1ccc(NC(=O)c2nc[nH]c2C(=O)N2CCC(C)CC2)cc1
    14% | -21% | 6%
- Cc1nc(SCC(=O)Nc2ccc(OCc3ccccc3)cc2)n[nH]1
    10% | -16% | 8%
- COCCNC(=O)C1=CC(c2ccc3c(c2)OCO3)=NS(=O)(=O)N1C
    17% | 0% | ·
- O=C(COc1cc(O)c2c(=O)cc(-c3ccccc3)oc2c1)c1cccc([N+](=O)[O-])c1
    15% | ? | -7%
- COc1ccc2cc(/C=N/NC(=O)c3ccc(CN(c4ccc(C)c(C)c4)S(C)(=O)=O)cc3)c(Cl)nc2c1
    -17% | -4% | -10%
- CC(=O)NCCc1nc2ccccc2n1Cc1ccccc1
    23% | 4% | -9%
- CCC(=O)Nc1ccc(C(=O)NNC(=O)c2ccc(C)cc2)cc1
    23% | 28% | -9%
- c1ccc2c(c1)nc1n2CN(Cc2ccc3c(c2)OCO3)CN1
    -16% | -25% | -7%
- COc1ccc(OCC(=O)N2CC3(C)CC2CC(C)(C)C3)cc1 (stereo unspecified)
    2% | ? | 10%
- CC(=O)c1c(C)n(-c2ccc(N(C)C)cc2)c2ccc(OCC(N)=O)cc12
    -10% | 18µM* | 3%
- COc1ccc(Nc2nnc(C)c(=O)[nH]2)cc1
    6% | -8% | 0%
- O=C(NC1CC1)c1ccc(Cl)c(S(=O)(=O)N2CCOCC2)c1
    7% | -4% | -5%
- CCc1nccn1-c1cc(C(C)(C)C)nc2c(-c3ccc(Cl)cc3)cnn12
    -1% | ? | 9%
- O=C(COc1ccccc1Cl)Nc1cc(NC(=O)COc2ccccc2Cl)cc(C(=O)O)c1
    4% | 1% | -12%
- CC1CCN(C(=O)C2CCN(S(=O)(=O)c3cccc4nsnc34)CC2)CC1
    22% | -13% | 4%
- Cc1cc(C(=O)N2CC(C)CC(C)C2)c(C)o1 (stereo unspecified)
    -8% | ? | ·
- Cc1cc(C)cc(NS(=O)(=O)c2ccc3c(c2)c(=O)n(C)c(=O)n3C)c1
    1% | 1.8µM* | 11%
- Cn1c(=O)[nH]c(=O)c2c1[nH]c(=S)n2CCCc1ccccc1
    ? | 4% | -6%
- O=C(COC(=O)CNC(=O)c1ccc([N+](=O)[O-])o1)Nc1ncc(C(F)(F)F)cc1Cl
    0% | -8% | ·
- COc1cccc2c(SCC(=O)N/N=C/c3ccccc3)cc(C)nc12
    15% | ? | -6%
- COc1c(Cl)cc(C(=O)Nc2cc(-c3nc4ccccc4[nH]3)ccc2C)cc1Cl
    -24% | ? | ·
- CNC(=O)CN1C(=O)CSc2ncccc21
    -11% | -2% | 0%
- CCC(=O)N1CCN(c2ccccc2NC(=O)c2cccs2)CC1
    -2% | -28% | -24%
- COc1cccc(NC(=O)CN(C)S(=O)(=O)c2cccs2)c1
    -2% | 4% | ·
- Cc1ccc(S(=O)(=O)c2nnn3c2nc(NCc2cccs2)c2sccc23)cc1
    5% | -4% | ·
- CC(=O)N[C@@H](Cc1c[nH]c2ccccc12)C(=O)OCc1ccc(C#N)cc1
    -3% | 1% | -1%
- O=C(CSc1nc2c([nH]c3ccccc32)c(=O)n1-c1cccc(Cl)c1)N1CCCC1
    -6% | 9% | ·

Shown field by field: entries from further up.
> Cc1ccc2oc(=O)c3cnn(CC(=O)N4CCN(c5ccccc5F)CC4)c3c2c1
  FEN1 inh: 4%
  TDP1 cell CPT: ?
  N370S GC: ·

> COc1ccc(Nc2nnc(C)c(=O)[nH]2)cc1
  FEN1 inh: 6%
  TDP1 cell CPT: -8%
  N370S GC: 0%

> O=C(Cn1nnc(-c2ccccc2)n1)NNC(=O)c1ccccc1
  FEN1 inh: -3%
  TDP1 cell CPT: 6%
  N370S GC: -5%
